High-throughput results (PubChem BioAssay)
HTRA1 inhibitor = blocks human HTRA1 serine peptidase. recombinant HTRA1, FP-rhodamine activity-based probe, fluorescence polarization. inhibition, % at 5.96 µM. AID 504803. hit rate 0.5% among 340,000; in the data active means inhibition above about 36%;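 further: 0% = enzyme with DMSO and 100% = wells lacking enzyme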
Target sequence (Q92743 whole entry, looked up): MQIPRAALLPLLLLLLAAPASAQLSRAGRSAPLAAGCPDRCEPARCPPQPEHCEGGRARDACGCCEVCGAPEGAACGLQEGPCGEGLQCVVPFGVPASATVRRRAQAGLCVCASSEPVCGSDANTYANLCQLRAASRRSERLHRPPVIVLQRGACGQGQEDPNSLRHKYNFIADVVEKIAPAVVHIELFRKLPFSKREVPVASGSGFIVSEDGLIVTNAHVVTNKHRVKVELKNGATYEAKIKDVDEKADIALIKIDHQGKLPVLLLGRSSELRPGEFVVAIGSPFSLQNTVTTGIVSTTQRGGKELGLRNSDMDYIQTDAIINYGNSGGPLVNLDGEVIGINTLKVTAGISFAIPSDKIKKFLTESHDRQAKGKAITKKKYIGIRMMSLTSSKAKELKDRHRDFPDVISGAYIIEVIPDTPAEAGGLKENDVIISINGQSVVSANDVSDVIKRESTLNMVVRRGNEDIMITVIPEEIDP
mABHD4 FP = inhibits mouse alpha/beta hydrolase domain 4 | Q8VD66 | purified mABHD4, FP-Rh probe fluorescence polarization | inhibition, % at 8.92 µM | hit rate 0.54% among 370,000;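 active means inhibition exceeding the mean over every tested compound plus 3 SD, cut at about 30% in these data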;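 further: 0% = plate median of compound wells and 100% = S159A mutant with DMSO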
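system = mouse ABHD4 enzyme, wild type | medium = HEPES pH 7.0, NaCl, Pluronic buffer | also added = FP-Rh probe | incubation = Enzyme–compound pre-incubation 45 min, then probe 60 min, both 25 °C | technique = fluorescence polarization, excitation 525 nm, emission 598 nm, BODIPY TMR filters | controls = S159A mutant high control, sample median low control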
rCAG binder = r(CAG) repeat RNA binding. TO-PRO-1 dye displacement fluorescence. inhibition, % at 3 µM. hit rate 1.3% among 370,000. AID 651821;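 active means inhibition above the plate cutoff, the mean of all test compounds on that plate plus 3 SD, cut at about 35% in these data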;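 further: 0% = DMSO alone and 100% = 100 µM mitoxantrone as full dye displacement; higher means more dye released from RNA so lower well fluorescence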
MBD2 DNA inh = MBD2-methylated oligo binding inhibition; hit rate 0.31% among 370,000; inhibition, % at 4.4 µM; TR-FRET, MBD2 binding to methylated oligonucleotide; AID 686964; in the data active means inhibition above about 13%
TCR-CD3 inh = human TCR-CD3 binding inhibition. TAMRA-labeled TCR probe fluorescence, biochemical. inhibition, % at 9.4 µM. hit rate 0.37% among 360,000. AID 651800; in the data active means inhibition above about 19%;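 further: recombinant mutant TCR 2C K166C tagged with TAMRA read by polarization; 0% = receptor in buffer alone and 100% = receptor with positive control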
PG9 binder = small molecules binding HIV-1 gp120 antibody PG9 | hit rate 0.43% among 360,000 | TR-FRET gp120-PG9 antibody binding | inhibition, % at 6.7 µM; in the data active means inhibition above about 8.5%
Rev-erbA mod = modulators of human Rev-erb alpha DNA binding | P20393 | Rev-erbα–FITC-DNA binding, fluorescence polarization, 90 min | activity, % at 10 µM | hit rate 0.79% among 370,000 | AID 1259318;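 active means activity above about 14%, limit read from the data; passing the limit was not always enough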;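 further: 0% = DMSO wells with 35 nM protein and 100% = DMSO wells with 750 nM protein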
LEDGF integ inh = blocks HIV-1 LEDGF/p75-dependent DNA integration; TR-FRET IN-LEDGF/p75 DNA integration, Eu/Cy5; inhibition, % at 3.7 µM; hit rate 0.64% among 370,000; AID 743269;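 active means inhibition above the screen-wide mean plus 3 SD, cut at about 13% in these data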;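 further: signal is the Cy5 over europium emission ratio at 671 and 618 nm; 0% = plate median of compound wells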
PRMT1 inh = inhibitors of human PRMT1; Q99873; inhibition, % at 2.79 µM; hit rate 1.3% among 370,000; recombinant PRMT1, activity-based probe fluorescence polarization;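 active means inhibition above about 21% made by adding two undisclosed values, limit read from the data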
UHRF1 MBD2 ctr = UHRF1 methyl-DNA binding inhibition; hit rate 0.75% among 370,000; inhibition, % at 4.4 µM; AID 687016; UHRF1 binding to methylated oligo, TR-FRET; Q96T88; in the data active means inhibition above about 21%;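 further: UHRF1 SRA domain binding a hemimethylated CpG hairpin DNA probe; 0% = median of test compound wells and 100% = reference inhibitor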
The depositor's hits bear a star; x = not tested or not shown.

mol,HTRA1 inhibitor,mABHD4 FP,rCAG binder,MBD2 DNA inh,TCR-CD3 inh,PG9 binder,Rev-erbA mod,LEDGF integ inh,PRMT1 inh,UHRF1 MBD2 ctr
Cc1ccc(S(=O)(=O)N2CCN(Cc3ccccc3)CC2)cc1,7.2,-8.5,-6.3,-6.8,-3.8,2.2,5.2,-2.8,-0.1,-3.0
CN(C)C1(CNC(=O)c2cccc(S(=O)(=O)NCc3ccccc3)c2)CCCCC1,-8.5,-1.7,2.4,-1.4,-8.9,0.0,5.2,0.3,-5.2,-1.3
Clc1ccc(C2NCCc3sccc32)cc1 (stereo not drawn),-2.3,-2.7,0.1,-3.5,10.1,-2.1,1.3,4.3,1.2,-2.6
COc1ccc(CNC(=O)CSc2nccn(-c3ccc(F)c(F)c3)c2=O)cc1,-4.3,7.1,3.2,-1.4,-5.6,-1.4,1.1,4.2,32.8*,-1.7
COC(=O)c1c(-c2cccnc2)csc1NC(=O)c1cc(C)on1,-0.7,-1.1,3.5,0.0,-0.5,2.2,-1.2,-1.3,28.8*,3.3
CC1(C)CC(=O)C2=C(C1)Nc1[nH]c(=S)[nH]c(=O)c1C2c1ccccc1 (stereo not drawn),5.3,1.5,18.4,4.7,10.1,1.4,1.2,2.6,65.8*,1.7
CCCCCn1c(N2CCCC2)nc2c1c(=O)n(C)c(=O)n2C,3.2,7.6,-0.4,-3.0,-2.3,0.4,4.6,-2.3,4.2,2.3
CCOC(=O)c1cnn2c(C(F)F)cc(C3CC3)nc12,1.0,-13.5,2.2,10.4,-10.4,3.6,0.3,-5.0,-1.8,7.8
CCOC(=O)N1CCN(c2ccc(C(F)(F)F)cn2)CC1,2.4,1.9,-1.7,-5.3,2.8,-2.1,0.2,-3.1,-0.6,1.1
CS(=O)(=O)c1ccc(Cl)c(NC(=O)C2CC(=O)N(c3ccc4c(c3)OCCO4)C2)c1 (stereo not drawn),4.6,-11.2,5.3,7.9,-3.6,0.9,-0.9,-3.5,7.7,7.1
OCC1OC(n2cnc3c(N4CCCC4)ncnc32)C(O)C1O (stereo not drawn),0.4,7.3,0.0,5.8,-4.7,-0.2,-8.3,-0.9,6.2,0.7
CC(C(=O)Nc1ccc2[nH]c(=O)[nH]c2c1)N1CCN(Cc2ccc3c(c2)OCO3)CC1 (stereo not drawn),-6.0,-10.3,3.8,6.6,-2.8,-0.9,-2.8,0.5,2.0,3.8

Whole records, quoted from the list. Order of screens: HTRA1 inhibitor | mABHD4 FP | rCAG binder | MBD2 DNA inh | TCR-CD3 inh | PG9 binder | Rev-erbA mod | LEDGF integ inh | PRMT1 inh | UHRF1 MBD2 ctr
OCC1OC(n2cnc3c(N4CCCC4)ncnc32)C(O)C1O (stereo not drawn) across the screens: 0.4 | 7.3 | 0.0 | 5.8 | -4.7 | -0.2 | -8.3 | -0.9 | 6.2 | 0.7
COC(=O)c1c(-c2cccnc2)csc1NC(=O)c1cc(C)on1 across the screens: -0.7 | -1.1 | 3.5 | 0.0 | -0.5 | 2.2 | -1.2 | -1.3 | 28.8* | 3.3

Additional records.
mol,HTRA1 inhibitor,mABHD4 FP,rCAG binder,MBD2 DNA inh,TCR-CD3 inh,PG9 binder,Rev-erbA mod,LEDGF integ inh,PRMT1 inh,UHRF1 MBD2 ctr
CCc1ccc2[nH]c(=O)c(CN(CCN(C)C)C(=O)Nc3ccccc3OC)cc2c1,4.1,-12.0,-3.1,-0.3,1.5,0.7,-4.2,0.8,-1.6,-1.6
Cn1c(N)cc(-c2ccc(F)cc2)c(C#N)c1=O,-9.8,7.4,3.6,-3.3,6.8,-0.1,-1.5,0.2,6.4,1.8
CCNC(=O)Nn1c(-c2ccccc2)nc2ccccc2c1=O,-8.1,3.4,0.2,2.5,-4.9,-0.9,-1.8,5.4,-3.9,-0.6
Cc1cccc(CCNC(=O)c2cc3ccccn3n2)c1,x,-1.5,-0.9,2.3,x,x,-3.6,4.3,-3.4,-3.0
Cc1c(Cl)cccc1NC(=S)N1CCN(S(=O)(=O)c2cccs2)CC1,-4.0,-1.5,2.1,2.0,-6.7,-1.1,-1.5,2.0,1.7,4.5
O=C(CN1C(=O)NC2(CCc3ccccc32)C1=O)c1ccc(Cl)cc1 (stereo not drawn),-12.0,2.7,2.3,-2.7,5.2,0.0,-5.3,-1.4,0.4,-1.5
Cc1ccc(NC(=O)COC(=O)CN2C(=O)NC(C)(C)C2=O)cc1S(=O)(=O)N1CCOCC1,-0.5,-2.4,-0.8,-1.6,6.2,-0.8,-5.7,1.0,-1.8,-1.4
CC(C)CN(C(=O)c1ccc(S(=O)(=O)N2CCCCC2)cc1)C1CCS(=O)(=O)C1 (stereo not drawn),2.8,4.7,-1.2,-2.4,2.5,0.0,3.7,-3.6,-0.3,-0.3
O=C(CCNC(=O)c1ccco1)NCc1ccc(C(=O)O)cc1,5.0,-5.5,0.9,0.2,4.8,-1.8,4.9,0.5,1.8,0.0
Cc1ccc(S(=O)(=O)N2CC=C(C(=O)NC3CC3)CC2)cc1,-1.8,0.5,0.4,1.5,-1.5,0.8,2.0,-0.8,1.3,0.5
Cc1cccc(Oc2ncc(-c3ccc(Cl)cc3)cn2)c1C,-14.8,-16.6,0.5,6.0,-3.0,0.3,0.5,4.5,1.6,2.7

Molecules above that contain four or more nitrogen atoms:
mol,HTRA1 inhibitor,mABHD4 FP,rCAG binder,MBD2 DNA inh,TCR-CD3 inh,PG9 binder,Rev-erbA mod,LEDGF integ inh,PRMT1 inh,UHRF1 MBD2 ctr
CCCCCn1c(N2CCCC2)nc2c1c(=O)n(C)c(=O)n2C,3.2,7.6,-0.4,-3.0,-2.3,0.4,4.6,-2.3,4.2,2.3
OCC1OC(n2cnc3c(N4CCCC4)ncnc32)C(O)C1O (stereo not drawn),0.4,7.3,0.0,5.8,-4.7,-0.2,-8.3,-0.9,6.2,0.7
CC(C(=O)Nc1ccc2[nH]c(=O)[nH]c2c1)N1CCN(Cc2ccc3c(c2)OCO3)CC1 (stereo not drawn),-6.0,-10.3,3.8,6.6,-2.8,-0.9,-2.8,0.5,2.0,3.8
CCc1ccc2[nH]c(=O)c(CN(CCN(C)C)C(=O)Nc3ccccc3OC)cc2c1,4.1,-12.0,-3.1,-0.3,1.5,0.7,-4.2,0.8,-1.6,-1.6
CCNC(=O)Nn1c(-c2ccccc2)nc2ccccc2c1=O,-8.1,3.4,0.2,2.5,-4.9,-0.9,-1.8,5.4,-3.9,-0.6
Cc1ccc(NC(=O)COC(=O)CN2C(=O)NC(C)(C)C2=O)cc1S(=O)(=O)N1CCOCC1,-0.5,-2.4,-0.8,-1.6,6.2,-0.8,-5.7,1.0,-1.8,-1.4

Only part of the results is shown; rates above refer to the full screens.
